Source: PubChem (Sanford-Burnham Center for Chemical Genomics)
hIAP activ = human IAP activators, primary screen, biochemical, luminescence, uHTS | AID 2524, 2010 | activation factor at 10 µM | 0.16% of 330,000 active | purified human IAP, CDP-Star luminescence, 30 min; active compounds read high; 1 = vehicle-only enzyme, 0 = enzyme-free background | Intestinal-type alkaline phosphatase (Homo sapiens), P09923;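 active means activation factor of the enzyme at least 2-fold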; further: the source names both 10 and 20 µM as test concentration; values of inactives mirror those of a sister screen read the other way
Target sequence (P09923 whole entry, looked up): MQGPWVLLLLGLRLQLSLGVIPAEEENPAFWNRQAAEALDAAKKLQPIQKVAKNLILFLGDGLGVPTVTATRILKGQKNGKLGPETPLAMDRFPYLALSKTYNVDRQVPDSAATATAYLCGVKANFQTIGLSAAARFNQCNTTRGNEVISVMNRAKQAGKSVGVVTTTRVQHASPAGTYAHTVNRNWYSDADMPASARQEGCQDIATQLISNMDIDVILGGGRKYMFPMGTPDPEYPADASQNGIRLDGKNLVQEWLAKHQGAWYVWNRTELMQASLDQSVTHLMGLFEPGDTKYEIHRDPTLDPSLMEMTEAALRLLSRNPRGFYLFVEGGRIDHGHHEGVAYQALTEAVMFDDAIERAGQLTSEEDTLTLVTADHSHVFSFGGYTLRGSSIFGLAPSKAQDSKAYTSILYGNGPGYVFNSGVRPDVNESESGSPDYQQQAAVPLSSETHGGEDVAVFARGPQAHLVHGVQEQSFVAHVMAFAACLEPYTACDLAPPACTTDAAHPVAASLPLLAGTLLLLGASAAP
mIAP block = inhibitors of mouse IAP, primary screen, biochemical, luminescence, uHTS. 0.2% of 330,000 active. purified mouse IAP, CDP-Star luminescence, 30 min. inhibition, % at 10 µM. intestinal alkaline phosphatase [Mus musculus];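 active means inhibition of at least 40% at 10 µM in the primary screen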;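 further: plate controls were DMSO with enzyme for no effect and no enzyme wells for full effect; values of inactives mirror those of a sister screen read the other way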
NALP3 yeast inh = NALP3 inflammasome inhibitors in reconstituted yeast, primary screen, luminescence, uHTS. Yeast reconstituted NLRP3/ASC/caspase-1, beta-gal luminescence, 24 h. inhibition, % at 10 µM. 0.39% of 330,000 active. AID 2825, 2010;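 active means inhibition of 50% or more; inactive means inhibition below 50%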;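 further: plate controls were induced DMSO wells for no effect and uninduced yeast grown without galactose for full effect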
TIM10 inh = growth inhibitors of isogenic TIM10 control yeast, primary screen, counter-screen for tim10-1 yeast inhibitor project, luminescence, uHTS. AID 463195, 2010. inhibition, % at 10 µM. 1.4% of 330,000 active. S. cerevisiae TIM10 strain growth, BacTiter-Glo luminescence, 24 h;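 active means inhibition of 40% or more at the single tested concentration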;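 further: wild-type TIM10 isogenic control strain grown at permissive 25 °C; 0% = DMSO yeast wells and 100% = minimal medium wells without yeast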
tim10-1 inh = growth inhibitors of tim10-1 mutant yeast, primary screen, luminescence, uHTS; S. cerevisiae tim10-1 ts strain growth, BacTiter-Glo, 24 h; inhibition, % at 20 µM; 2.2% of 330,000 active;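 active means inhibition of at least 40%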;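 further: mutant grown at 25 °C; 0% = DMSO wells with yeast and 100% = wells holding no yeast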
ATG4B inhibitor = ATG4B protease inhibitors, primary screen, biochemical, fluorescence, uHTS | ATG4B cleavage of LC3-PLA2, NBD-HPC fluorescence, 1 h | 0.51% of 340,000 active | AID 504462, 2011 | inhibition, % at 8.33 µM | Cysteine protease ATG4B (Homo sapiens), Q9Y4P1; in the data active means inhibition above about 40%
Target sequence (Q9Y4P1 whole entry, looked up): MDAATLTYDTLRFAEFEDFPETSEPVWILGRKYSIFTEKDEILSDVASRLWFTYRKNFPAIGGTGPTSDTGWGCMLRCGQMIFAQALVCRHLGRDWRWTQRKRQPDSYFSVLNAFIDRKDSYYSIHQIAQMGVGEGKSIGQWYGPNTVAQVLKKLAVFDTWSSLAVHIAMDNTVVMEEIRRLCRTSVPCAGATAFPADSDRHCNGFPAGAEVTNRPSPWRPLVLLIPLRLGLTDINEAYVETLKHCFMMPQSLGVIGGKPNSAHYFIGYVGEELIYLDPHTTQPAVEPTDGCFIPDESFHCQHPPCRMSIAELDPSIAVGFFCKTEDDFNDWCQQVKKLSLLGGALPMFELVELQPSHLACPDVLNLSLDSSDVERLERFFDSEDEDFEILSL
mIAP activ = activators of mouse IAP, primary screen, biochemical, luminescence, uHTS. intestinal alkaline phosphatase [Mus musculus]. 0.24% of 330,000 active. activation factor at 10 µM. AID 2805, 2010. muIAP, CDP-Star luminescence, 30 min; active compounds read high; 1 = vehicle-only enzyme signal, 0 = enzyme-free wells;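 active means activation factor of at least 2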; further: the source names both 10 and 20 µM as test concentration; values of inactives mirror those of a sister screen read the other way
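System: Mouse IAP enzyme | Also added: CDP-Star substrate | Dosing: Compounds dispensed in DMSO | Schedule: 30 min enzyme-substrate-compound incubation at room temperature | Technique: Chemiluminescence readout | Control set: DMSO-only wells and no-enzyme negative control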
Apaf1 inhib = inhibitors of human Apaf-1 apoptosome, primary screen, biochemical, DEVD-Rh110 fluorescence, uHTS. AID 489030, 2010. 0.71% of 330,000 active. inhibition, % at 20 µM. reconstituted apoptosome caspase-3 activity; active means inhibition of at least 40% at 20 µM;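 further: plate controls were DMSO wells for no effect and DEVD-CHO caspase inhibitor wells for full effect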
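Material: reconstituted apoptosome with Apaf-1, cytochrome c, caspase-9, procaspase-3, dATP. Technique: Rh110 fluorescence intensity. Buffer or medium: pH 7.5 Hepes buffer with CHAPS, BSA, DTT. Times: 30 min plus 50 min, RT.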
hIAP block = human IAP inhibitors, primary screen, biochemical, luminescence, uHTS; purified IAP, CDP-Star luminescence, 30 min; inhibition, % at 10 µM; 0.12% of 330,000 active; AID 2544, 2010;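 active means inhibition reaching a set limit with compound at 10 µM in the primary screen, cut at about 35% in these data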;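 further: plate controls were DMSO wells with enzyme for no effect and no-enzyme buffer wells for full effect; values of inactives mirror those of a sister screen read the other way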
* marks the source's active call; other numbers are inactive results; nt = no result given.

Key to letters – A = hIAP activ; B = mIAP block; C = NALP3 yeast inh; D = TIM10 inh; E = tim10-1 inh; F = ATG4B inhibitor; G = mIAP activ; H = Apaf1 inhib; I = hIAP block
O=C(NC1CCCCC1)c1ccc(-n2cnnn2)cc1
  A = 0.99	B = 2	C = 5	D = -12	E = -4	F = -6	G = 0.98	H = -20	I = 1

CCOc1cc(NS(=O)(=O)c2ccc(Cl)cc2)c(OCC)cc1NC(=O)CC(C)C
  A = 1	B = 0	C = 3	D = 27	E = 19	F = 0	G = 1	H = 11	I = -4

CCOC(=O)C(C(=O)OCC)C(C)C#CCN1CCCCC1 (stereo not given)
  A = 1	B = 3	C = 9	D = -9	E = 7	F = -12	G = 0.97	H = 7	I = 0

COCCNC(=O)C(c1ccc(F)cc1)N(C(=O)CCC(=O)Nc1ccccn1)c1cccc(C)c1 (stereo not given)
  A = 1	B = -2	C = 17	D = -5	E = 2	F = -6	G = 1	H = 10	I = -4

CCN(CC(=O)NCCc1ccc(S(N)(=O)=O)cc1)Cc1nc2cc(OC)c(OC)cc2c(=O)[nH]1
  A = 1.7	B = -4	C = -7	D = -1	E = -2	F = 8	G = 1	H = 0	I = -74

CCOC(=O)c1cc2c(ccn2-c2ccc(F)cc2)n1CC(=O)N(CC)CC
  A = 1	B = 6	C = 9	D = 20	E = 8	F = -8	G = 0.94	H = 6	I = -2

O=C(Cc1ccc([N+](=O)[O-])cc1)N1CCCc2ccccc21
  A = 1	B = 7	C = 25	D = 12	E = 32	F = -2	G = 0.93	H = 10	I = -2

O=C(C[n+]1ccccc1)N/N=C/c1cccc(Cl)c1Cl
  A = 1.1	B = 3	C = -7	D = -9	E = -20	F = -1	G = 0.97	H = -6	I = -8

C#CCOCCOCCOCCNc1nc(N2CCN(C(=O)[C@H](CCC(=O)O)n3cc(C(N)CO)nn3)CC2)nc(N2CCN(C(=O)[C@H](CCCCN)n3cc(C(N)[C@H](C)CC)nn3)CC2)n1 (stereo not given in full)
  A = 0.9	B = -3	C = 0	D = 16	E = 15	F = nt	G = 1	H = 20	I = 10

CC(O)CNc1nc2sc3c(c2c(=O)n1Cc1ccco1)CCCCC3 (stereo not given)
  A = 0.9	B = 5	C = 26	D = 21	E = 18	F = -14	G = 0.95	H = -11	I = 10

More results follow.
Key to letters – A = hIAP activ; B = mIAP block; C = NALP3 yeast inh; D = TIM10 inh; E = tim10-1 inh; F = ATG4B inhibitor; G = mIAP activ; H = Apaf1 inhib; I = hIAP block
COc1ccc(CNC(=O)CCn2c(=O)[nH]c3ccccc3c2=O)cc1
  A = 1	B = 4	C = 2	D = 8	E = 1	F = 6	G = 0.96	H = -33	I = -2

COc1cc(NS(=O)(=O)c2ccc(NC(=O)c3cccnc3)cc2)ncn1
  A = 0.87	B = -4	C = 25	D = -2	E = 2	F = 1	G = 1	H = 6	I = 13

CC(C)[C@H](NC(=O)c1ccccc1)C(=O)NC1=NCCS1
  A = 0.98	B = -9	C = 24	D = 9	E = -3	F = -13	G = 1.1	H = -1	I = 2

C[C@H](CO)N1C[C@H](C)[C@@H](CN(C)S(=O)(=O)c2cccs2)Oc2ccc(NC(=O)c3ccncc3)cc2C1=O
  A = 1	B = -6	C = 15	D = 0	E = -10	F = -10	G = 1.1	H = 8	I = -4

COc1cc(SC)ccc1C(=O)OCc1nc2ccsc2c(=O)[nH]1
  A = 0.99	B = -1	C = 3	D = 9	E = 8	F = -4	G = 1	H = 3	I = 0

COc1cc(NC(=O)CSc2ccc(-c3ccco3)nn2)cc(OC)c1
  A = 1.2	B = 8	C = 11	D = -9	E = -12	F = -13	G = 0.92	H = 4	I = -15

CC1(C)CC(NC(=O)c2ccc(-c3ccc([N+](=O)[O-])cc3)o2)CC(C)(C)N1
  A = 0.91	B = -8	C = 17	D = 12	E = 5	F = 1	G = 1.1	H = 26	I = 10

Cc1ccccc1OCC(=O)NC1CCCCCCC1
  A = 1	B = -7	C = 6	D = 20	E = 23	F = 11	G = 1.1	H = 10	I = -2

COc1cccc(NCc2cc3c(C(C)(C)C)nn(-c4ccccc4)c3[nH]c2=O)c1
  A = 1	B = -8	C = 10	D = 36	E = 36	F = -2	G = 1.1	H = 7	I = -3

CN[C@H]1CCc2cc(OC)c(OC)c(OC)c2-c2ccc(OC)c(=O)cc21
  A = 0.94	B = 10	C = 18	D = 6	E = 7	F = -7	G = 0.89	H = 1	I = 6

3 records drawn at random from the list so far:
Key to letters – A = hIAP activ; B = mIAP block; C = NALP3 yeast inh; D = TIM10 inh; E = tim10-1 inh; F = ATG4B inhibitor; G = mIAP activ; H = Apaf1 inhib; I = hIAP block
CC1(C)CC(NC(=O)c2ccc(-c3ccc([N+](=O)[O-])cc3)o2)CC(C)(C)N1
  A = 0.91	B = -8	C = 17	D = 12	E = 5	F = 1	G = 1.1	H = 26	I = 10

COc1cc(NC(=O)CSc2ccc(-c3ccco3)nn2)cc(OC)c1
  A = 1.2	B = 8	C = 11	D = -9	E = -12	F = -13	G = 0.92	H = 4	I = -15

Cc1ccccc1OCC(=O)NC1CCCCCCC1
  A = 1	B = -7	C = 6	D = 20	E = 23	F = 11	G = 1.1	H = 10	I = -2

Going on with the list.
Key to letters – A = hIAP activ; B = mIAP block; C = NALP3 yeast inh; D = TIM10 inh; E = tim10-1 inh; F = ATG4B inhibitor; G = mIAP activ; H = Apaf1 inhib; I = hIAP block
CCc1nnc(NC(=O)CSC(=S)N2CCOCC2)s1
  A = 1.1	B = -1	C = 20	D = 1	E = -19	F = -4	G = 1	H = -2	I = -5

Cc1cc(C)nc(N2CCC(C(=O)NCc3cccc(C(F)(F)F)c3)CC2)n1
  A = 0.98	B = -2	C = 10	D = -1	E = 10	F = 0	G = 1	H = 13	I = 2

Cc1ccc(C(=O)NC(=S)NNC(=O)COc2ccc([N+](=O)[O-])cc2)cc1
  A = 1.2	B = 16	C = 22	D = 24	E = 0	F = -1	G = 0.84	H = -6	I = -22

Cc1cccc(OCC(=O)NCCN2CCOCC2)c1
  A = 0.83	B = 4	C = 0	D = -20	E = 5	F = -4	G = 0.96	H = -24	I = 17

COc1ccc(OC)c2sc(N3CCc4ccccc4C3)nc12
  A = 0.97	B = 6	C = 12	D = 25	E = 37	F = 22	G = 0.94	H = 4	I = 3

CNC(=O)c1c(NC(=O)C2=COCCO2)sc2c1CCC(C)C2 (stereo not given)
  A = 1.3	B = 3	C = 9	D = 31	E = 51*	F = 4	G = 0.97	H = 4	I = -26

COc1ccc(NC(=O)C2CC(c3ccccc3Cl)=NO2)cc1 (stereo not given)
  A = 0.66	B = -2	C = 27	D = -10	E = 3	F = -1	G = 1	H = -6	I = 34

Cc1noc(C)c1NC(=O)N(C)C[C@@H]1Oc2c(NC(=O)c3ccncc3)cccc2C(=O)N([C@H](C)CO)C[C@@H]1C
  A = 0.96	B = -13	C = -5	D = 1	E = -8	F = -5	G = 1.1	H = 1	I = 4

CCc1nnc(NC(=O)c2cccc(S(=O)(=O)N(C)c3ccccc3)c2)s1
  A = 1.2	B = 1	C = 23	D = -9	E = 21	F = -3	G = 0.99	H = 13	I = -22

CN(Cc1cccs1)C(=O)c1cccc(S(=O)(=O)N2CCCCCC2)c1
  A = 1.1	B = -7	C = 19	D = 10	E = 15	F = -5	G = 1.1	H = 6	I = -7

The results go on.
Key to letters – A = hIAP activ; B = mIAP block; C = NALP3 yeast inh; D = TIM10 inh; E = tim10-1 inh; F = ATG4B inhibitor; G = mIAP activ; H = Apaf1 inhib; I = hIAP block
CCOc1cc(C=O)ccc1OCC(N)=O
  A = 1.1	B = -9	C = -2	D = -5	E = 1	F = -6	G = 1.1	H = 22	I = -15

COC(=O)c1ccc(Cl)cc1N(Cc1c(F)cccc1Cl)S(C)(=O)=O
  A = 1	B = -4	C = 11	D = 10	E = 26	F = -1	G = 1	H = 3	I = -4

O=C(CSC(=S)N1CCOCC1)Nc1nccs1
  A = 0.98	B = 4	C = 10	D = -4	E = -3	F = 5	G = 0.96	H = -35	I = 2

NS(=O)(=O)c1cccc(NS(=O)(=O)c2cccc(C(F)(F)F)c2)c1
  A = 1.1	B = 6	C = 6	D = 5	E = 8	F = 0	G = 0.94	H = -13	I = -8

CCOC(=O)c1c(CN2CCN(C)CC2)oc2ccc(OC)cc12
  A = 0.81	B = -3	C = 6	D = -4	E = 10	F = 4	G = 1	H = -13	I = 19

CCN1C(=O)C(NC(C)=O)c2cc(OC)ccc21 (stereo not given)
  A = 0.93	B = -5	C = 6	D = 5	E = -3	F = -7	G = 1.1	H = -6	I = 7

O=C(CSc1ccccc1)Nc1ccc2c(c1)OCO2
  A = 1	B = 6	C = 34	D = -12	E = 2	F = -2	G = 0.94	H = 5	I = -4

COc1ccc(OCC(=O)OCC(=O)c2ccc(OC)c(F)c2)cc1
  A = 0.9	B = 3	C = 9	D = 8	E = 18	F = -9	G = 0.97	H = -1	I = 10

COC(=O)c1ccc(NC(=O)CN2CCN(c3ccccc3C)CC2)cc1
  A = 0.96	B = -10	C = 32	D = 5	E = 11	F = -4	G = 1.1	H = 24	I = 4

CC1(C)CC(=O)C=C(c2cccc(Cl)c2O)C1
  A = 0.95	B = -2	C = 71*	D = 17	E = -1	F = -3	G = 1	H = -2	I = 5

More results follow.
Key to letters – A = hIAP activ; B = mIAP block; C = NALP3 yeast inh; D = TIM10 inh; E = tim10-1 inh; F = ATG4B inhibitor; G = mIAP activ; H = Apaf1 inhib; I = hIAP block
Cc1ccc(OCCn2cnc3ccccc3c2=O)c([N+](=O)[O-])c1
  A = 1.1	B = -4	C = 39	D = -9	E = -20	F = -9	G = 1	H = -19	I = -8

N=C1C(c2nc(-c3ccc(Cl)cc3)cs2)=C(O)CN1CCCN1CCOCC1
  A = 1.1	B = -14	C = -1	D = 13	E = 25	F = -7	G = 1.1	H = 13	I = -13

CN(C)CCn1cnc2c1c(=O)n(C)c(=O)n2C
  A = 0.92	B = -3	C = 21	D = -6	E = -4	F = 15	G = 1	H = -3	I = 8

CCn1c(=O)c(CCC(=O)NCCN2CCOCC2)c(C)c2c(C)nn(-c3ccccc3)c21
  A = 1.5	B = -4	C = 7	D = 21	E = 30	F = 5	G = 1	H = 19	I = -48

CC1=C(C(=O)Nc2ccccc2F)C(c2cccs2)NC(=S)N1 (stereo not given)
  A = 1.1	B = -1	C = 27	D = -9	E = 14	F = -6	G = 1	H = 3	I = -9

CC(=O)c1ccccc1C(=O)N1CCCC(C(=O)c2ccc(C(F)(F)F)cc2)C1 (stereo not given)
  A = 1	B = 4	C = 9	D = -3	E = -2	F = -10	G = 0.96	H = 11	I = -5

COc1ccc(NC(=O)C(F)(OC)C(F)(F)F)c(OC)c1 (stereo not given)
  A = 0.98	B = 5	C = 14	D = -1	E = -1	F = 1	G = 0.95	H = -2	I = 2

O=C(O)C1C2CCC(C2)C1C(=O)NCc1ccco1 (stereo not given)
  A = 0.94	B = 12	C = 8	D = 7	E = -2	F = -4	G = 0.88	H = -13	I = 6

Compounds as they come; any-hit rate near 4.5%.
